High-throughput results (PubChem BioAssay)
ERG Ets-DNA blk = qHTS for Small Molecule Inhibitors of the ERG Ets/DNA interaction | Transcriptional regulator ERG (Homo sapiens), P11308 | fluorescence polarization, His-ERG Ets domain / labelled DNA | Potency, µM (doses to about 76.9 µM), for inactives: top-dose FP activity, negative = inhibition, hits mostly inhibitors | 370,000 compounds, 0.028% hits; active = well fitted inhibition curve with a large enough effect in the polarisation, with a control signal flat; inconclusive = small, poorly fitted or top-dose-only effect, or effect the other way, or a change in a side signal; inactive = no such curve, though single readings can be large or run the other way; the % refers to the polarisation;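 also: polarization taken with two DNA probes labelled with fluorescein and Texas red; potency is read from the fitted curve at half-maximal effect; % of control where 0% means no effect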
Target sequence (P11308 whole entry, looked up, the tested form may be a part): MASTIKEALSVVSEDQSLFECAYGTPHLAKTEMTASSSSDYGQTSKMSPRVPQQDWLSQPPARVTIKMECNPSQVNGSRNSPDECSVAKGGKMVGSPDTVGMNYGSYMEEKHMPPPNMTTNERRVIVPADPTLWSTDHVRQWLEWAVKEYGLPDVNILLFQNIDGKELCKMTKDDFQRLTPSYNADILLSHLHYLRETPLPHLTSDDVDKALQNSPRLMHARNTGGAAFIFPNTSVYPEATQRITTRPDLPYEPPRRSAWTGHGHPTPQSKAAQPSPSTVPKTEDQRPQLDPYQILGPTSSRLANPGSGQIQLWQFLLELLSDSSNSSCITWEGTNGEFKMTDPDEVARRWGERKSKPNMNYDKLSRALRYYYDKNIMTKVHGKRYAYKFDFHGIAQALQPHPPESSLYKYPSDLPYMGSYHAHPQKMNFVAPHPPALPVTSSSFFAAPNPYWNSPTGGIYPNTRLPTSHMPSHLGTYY
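His-tagged ERG Ets domain (1 uM in the protein solution; 300mM KCl, 50mM Tris-HCl, 1mM EDTA, 1mM DTT, pH 7.5) received compound, then a probe mix of 5 nM fluorescein-DNA and 100nM Texas-615-DNA. Fluorescence polarization was read for both dyes.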
HP1b binding inh = HTS for Inhibitors of HP1-beta Chromodomain Interactions with Methylated Histone Tails | Chromobox protein homolog 1 (Homo sapiens), P83916 | AlphaScreen HP1-beta / biotin-H3K9me3 peptide binding | Potency, µM (highest dose often 114 µM), for inactives: at the top dose activity change, negative = inhibition, most hits filed as inhibitors | 390,000 compounds, 0.56% hits; also: potency is read from the fitted curve at half-maximal effect; nearly all actives have a fitted effect of over 70% in size; inactives centre near 23
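HP1-beta protein (50 nM final) preincubated 30 min at room temperature with biotinylated H3(1-18)K9me3 peptide (50 nM) in PBS pH 7.4, 0.01% Tween-20, then compound added for 30 min. AlphaScreen streptavidin donor/nickel chelate acceptor beads (10 ug/mL final), 30 min dark, luminescence read.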
JMJD2A Tudor inh = qHTS Assay for Inhibitors of JMJD2A-Tudor Domain. Lysine-specific demethylase 4A (Homo sapiens), O75164. AlphaScreen JMJD2A-Tudor / H3K4me3 peptide binding. Potency, µM (top dose mostly 114 µM), inactives show at the highest dose activity change, negative = inhibition, actives largely listed as inhibitors. 390,000 compounds, 4.4% hits; also: potency is read from the fitted curve at half-maximal effect; % is scaled to controls: 0 for no effect and ±100 for the full control effect; nearly all actives have a fitted effect of over 50% in size
PI4K2A block = qHTS for small molecular inhibitors of PI4K2A | 420,000 compounds, 0.13% hits | AID 1346378, 2018 | activity change, negative = inhibition, % at 76.9 µM | purified PI4K2A, ADP-Glo luminescence, 1 h; hits give low values; in the data active = activity change below about -50%; inconclusive = mostly about -30% to -49%;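 also: -100% = wells without enzyme as full effect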
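ADP-Glo luminescence measured ADP generated by PI4K2A enzyme (4 ug/mL before mixing) with 1.2 mM PI substrate (pre-mix) and 300 microM ATP (pre-mix). Tris pH7.5 buffer with MgCl2, Triton X-100; 1 h reaction at ambient temperature.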
BAZ2B inh = qHTS Assay for Inhibitors of BAZ2B; Bromodomain adjacent to zinc finger domain protein 2B (Homo sapiens), Q9UIF8; AlphaScreen BAZ2B-H3K14Ac peptide displacement; Potency, µM (highest dose often 114 µM), for inactives: at the highest dose activity change, negative = inhibition, most hits filed as inhibitors; 360,000 compounds, 4.4% hits; AID 504333, 2011; also: potency is read from the fitted curve at half-maximal effect; % is scaled to controls: 0 for no effect and ±100 for the full control effect; nearly all actives have a fitted effect of over 60% in size
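AlphaScreen luminescence quantifies BAZ2B engagement of H3K14Ac peptide; the protein and biotinylated peptide are both at 50 nM final, buffer PBS pH 7.4 with 0.01% Tween-20, all steps at room temperature.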
PGK inhibitor = qHTS Assay to Find Inhibitors of Phosphoglycerate Kinase. PGK/GAPDH coupled, Kinase-Glo luminescence, 60 min. Potency, µM (series often up to 57.5 µM), for inactives: at the top dose activity change, negative = inhibition, usual class: inhibitors. 380,000 compounds, 0.043% hits. AID 602233, 2012; also: potency is read from the fitted curve at half-maximal effect; % is scaled to controls: 0 for no effect and ±100 for the full control effect; nearly all actives have a fitted effect of over 60% in size
Target sequence (P07378 whole entry, looked up): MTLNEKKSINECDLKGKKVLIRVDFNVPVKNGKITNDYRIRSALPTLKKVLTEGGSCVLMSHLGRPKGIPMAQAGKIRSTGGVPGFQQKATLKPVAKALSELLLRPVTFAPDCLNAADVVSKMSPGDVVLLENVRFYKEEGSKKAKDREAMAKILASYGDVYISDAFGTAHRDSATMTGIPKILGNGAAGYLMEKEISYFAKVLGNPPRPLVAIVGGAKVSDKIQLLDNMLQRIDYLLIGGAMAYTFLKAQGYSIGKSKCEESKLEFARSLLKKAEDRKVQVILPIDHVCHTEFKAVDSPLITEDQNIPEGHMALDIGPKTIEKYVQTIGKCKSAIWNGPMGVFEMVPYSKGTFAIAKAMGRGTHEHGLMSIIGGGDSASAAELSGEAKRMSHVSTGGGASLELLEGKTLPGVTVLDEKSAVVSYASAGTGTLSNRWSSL
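Recombinant glycosomal PGK reaction used 1,3-bisphosphoglycerate generated in-well by GAPDH (100nM final) in 100mM TEA pH 7.6, 5mM MgCl2, 0.01% Tween-20. After 60 minutes at room temperature, ATP was read by Kinase-Glo Plus luminescence end-point.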
G9a block = qHTS Assay for Inhibitors of Histone Lysine Methyltransferase G9a | AID 504332, 2011 | G9a H3K9 monomethylation, AlphaScreen, 2 h | 350,000 compounds, 8.8% hits | Potency, µM (top dose mostly 102 µM), without a hit: top-dose activity, negative = inhibition, actives largely listed as inhibitors; also: potency is read from the fitted curve at half-maximal effect; % is scaled to controls: 0 for no effect and ±100 for the full control effect; nearly all actives have a fitted effect of over 75% in size
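G9a (20 nM) was preincubated 15 min with compound, then reacted 2 h at room temperature with 500 nM biotin-H3K9 peptide and 20 µM SAM. Monomethyl-H3K9 detected by AlphaScreen using anti-H3K9me1 antibody.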
Pin1 inhibitor = qHTS Assay to Find Inhibitors of Pin1; 390,000 compounds, 0.009% hits; AID 504891, 2011; Pin1 FP peptide displacement, HiFluor488, 10 min; Peptidyl-prolyl cis-trans isomerase NIMA-interacting 1 (Homo sapiens), Q13526; Potency, µM (titrated, usually from 115 µM), without a hit: top-dose activity, negative = inhibition, usual class: inhibitors; active = well fitted inhibition curve with a large enough effect in the polarisation, with a control signal flat, not every such curve was filed as active; inconclusive = small, poorly fitted or top-dose-only effect, or effect the other way, or a change in a side signal; inactive = no such curve, though single readings can be large or run the other way; the % refers to the polarisation; also: potency is read from the fitted curve at half-maximal effect; % is scaled to controls: 0 for no effect and ±100 for the full control effect
GLS inhibitor = qHTS for Inhibitors of Glutaminase (GLS); GLS enzymatic activity, qHTS titration; 410,000 compounds, 0.21% hits; Potency, µM (titrated, usually from 45.5 µM), for the others: at the top dose activity change, negative = inhibition, actives largely listed as inhibitors; AID 624170, 2012; also: potency is read from the fitted curve at half-maximal effect; % is scaled to controls: 0 for no effect and ±100 for the full control effect
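Enzyme dispensed in phosphate buffer (45 mM, pH 8.2, 0.02% Tween-20), compounds pinned in, then 1 mM L-glutamine solution and the glutamate oxidase–HRP–Amplex Red mix added; fluorescence read immediately and again after 30 min at room temperature.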
The depositor's hits bear a star; i = inactive; ? = inconclusive; . = no result given; [ ] = another dose, or the depositor's remark. Unless noted, calls follow the shape of the dose curve; as a rule, active = well fitted curve in the direction sought with a large enough effect; inconclusive = small, poorly fitted or top-dose-only effect, or another doubt; inactive = no such curve, though single readings can be large; an effect the other way counts as inactive or inconclusive. Rows are unselected, and some 11% of all compounds hit somewhere here.

Start of the data: the first seven records, to show the layout:
| No. | Compound | ERG Ets-DNA blk | HP1b binding inh | JMJD2A Tudor inh | PI4K2A block | BAZ2B inh | PGK inhibitor | G9a block | Pin1 inhibitor | GLS inhibitor |
| --- | --- | --- | --- | --- | --- | --- | --- | --- | --- | --- |
| 1 | COc1ccc(S(=O)(=O)n2nc(OC(=O)c3ccco3)cc2N)cc1 | -6.3% | 36.2%[activator] | -34.3% | 29.0 | -32.6% | -0.8% | ? | 3.1% | 59.5%[activator] |
| 2 | CCOC(=O)N1CCN(C(=O)c2ccccc2NC(=O)COc2ccccc2)CC1 | -1.4% | 22.9%[57 µM] | 10.7% | 8.2 | -4.5% | -8.5% | -6.5% | 1.1% | 6.1% |
| 3 | Cc1ccc(S(=O)(=O)c2nnn3c2nc(N2CCN(c4ccc(F)cc4)CC2)c2cc(Cl)ccc23)cc1C | 4.5% | 25.3% | -5.8% | -0.6 | 0.8% | -4.4% | 7.8%[59 µM] | 0.6% | 1.4% |
| 4 | O=S(=O)(c1cccc(Cn2nnc(-c3ccccc3)n2)c1)N1CCOCC1 | -2.7% | 50.9%[activator] | -0.3% | -10.8 | . | -8.7% | . | 9.4% | -1.2% |
| 5 | Cc1cc(C)n(Cc2ccccc2Cl)n1 | -11.4% | 74.9%[activator] | -5.8% | -2.3 | 6.2% | 3.3% | 2.7%[59 µM] | -0.8% | 0.9% |
| 6 | CC(C)(C)c1ccc(-c2nnc(SCC(=O)NC3CCS(=O)(=O)C3)n2N)cc1 (stereo unspecified) | -3.4% | 9.1% | -24.1% | -7.8 | . | -9.7% | 20µM* | 0.4% | -12.3% |
| 7 | CCCNC(=O)c1ccc(N2CCC3(CC2)CC(c2ccccc2)=NO3)c(NC(=O)c2ccccc2)c1 | 13.5% | 24.1% | -31.0% | -2.7 | 1.1% | 3.6% | . | 24.5% | -5.1% |

Results, previewed entries included:
| No. | Compound | ERG Ets-DNA blk | HP1b binding inh | JMJD2A Tudor inh | PI4K2A block | BAZ2B inh | PGK inhibitor | G9a block | Pin1 inhibitor | GLS inhibitor |
| --- | --- | --- | --- | --- | --- | --- | --- | --- | --- | --- |
| 1 | COc1ccc(S(=O)(=O)n2nc(OC(=O)c3ccco3)cc2N)cc1 | -6.3% | 36.2%[activator] | -34.3% | 29.0 | -32.6% | -0.8% | ? | 3.1% | 59.5%[activator] |
| 2 | CCOC(=O)N1CCN(C(=O)c2ccccc2NC(=O)COc2ccccc2)CC1 | -1.4% | 22.9%[57 µM] | 10.7% | 8.2 | -4.5% | -8.5% | -6.5% | 1.1% | 6.1% |
| 3 | Cc1ccc(S(=O)(=O)c2nnn3c2nc(N2CCN(c4ccc(F)cc4)CC2)c2cc(Cl)ccc23)cc1C | 4.5% | 25.3% | -5.8% | -0.6 | 0.8% | -4.4% | 7.8%[59 µM] | 0.6% | 1.4% |
| 4 | O=S(=O)(c1cccc(Cn2nnc(-c3ccccc3)n2)c1)N1CCOCC1 | -2.7% | 50.9%[activator] | -0.3% | -10.8 | . | -8.7% | . | 9.4% | -1.2% |
| 5 | Cc1cc(C)n(Cc2ccccc2Cl)n1 | -11.4% | 74.9%[activator] | -5.8% | -2.3 | 6.2% | 3.3% | 2.7%[59 µM] | -0.8% | 0.9% |
| 6 | CC(C)(C)c1ccc(-c2nnc(SCC(=O)NC3CCS(=O)(=O)C3)n2N)cc1 (stereo unspecified) | -3.4% | 9.1% | -24.1% | -7.8 | . | -9.7% | 20µM* | 0.4% | -12.3% |
| 7 | CCCNC(=O)c1ccc(N2CCC3(CC2)CC(c2ccccc2)=NO3)c(NC(=O)c2ccccc2)c1 | 13.5% | 24.1% | -31.0% | -2.7 | 1.1% | 3.6% | . | 24.5% | -5.1% |
| 8 | CCN(CC)S(=O)(=O)c1ccc(OC)c(NC(=O)CCS(=O)(=O)Cc2ccccc2)c1 | 0.9% | 49.4%[activator] | -9.7% | 3.0 | 3.1% | -8.4% | 85.1%[activator] | 4.1% | -4.7% |
| 9 | O=C(COC(=O)c1ccccc1O)NC(=O)NCc1ccccc1 | 2.8% | 45.5%[activator] | -6.8% | -0.8 | 6.3% | i | -17.0% | -0.4% | 0.4% |
| 10 | O=C(NCc1ccc(N2CCCC2=O)cc1)c1cc(COc2c(F)cccc2F)on1 | -7.8% | 28.5% | 4.4% | 2.9 | -17.3% | -6.1% | . | -10.0% | -4.5% |
| 11 | Cc1ccc2cccc(NC(=O)c3cccc4c(Br)cccc34)c2n1 | 1.1% | 72.4%[activator] | -16.4% | -1.0 | 16.3% | i | 30.3%[59 µM] | 3.3% | -5.9% |
| 12 | O=C1CC(N2CCC(O)(c3ccc(Cl)cc3)CC2)C(=O)N1 (stereo unspecified) | 6.6% | 47.3%[activator] | -0.7% | -4.5 | 8.0% | -9.3% | -1.5%[2.33 µM] | -8.9% | -3.9% |
| 13 | CCOc1ccc(NC(=O)N(C2CCCCC2)C2CCN(C(C)=O)CC2)cc1 | -11.6% | 41.1%[activator] | -12.1% | 7.6 | . | -5.9% | . | -3.4% | 3.0% |
| 14 | CCOC(=O)C1CCN(S(=O)(=O)c2cn(C)c(C)n2)CC1 | -4.2% | 19.2% | 5.3% | 0.7 | -1.9% | 1.7% | ? | 35.7%[activator] | -1.9% |
| 15 | CSCCC(NS(=O)(=O)c1ccc(Cl)cc1)C(=O)OCC(=O)c1ccc(F)cc1 (stereo unspecified) | 2.3% | -3.1% | -26.3% | 0.9 | -30.9% | -3.0% | -48.3%[59 µM] | -1.2% | 5.6% |
| 16 | COc1ccc(NC(=O)COC(=O)CN2C(=O)c3ccccc3C2=O)cc1 | 2.4% | 3.4% | -0.7% | -6.2 | 7.7% | -4.6% | 4.7% | -13.8% | -0.4% |
| 17 | CN(C(=O)COc1ccc(Oc2ccccc2)cc1)C1CCS(=O)(=O)C1 (stereo unspecified) | -10.9% | 46.7%[activator] | -6.8% | 3.3 | 1.3% | -6.1% | 26.3%[12.7 µM] | 0.9% | -0.7% |
| 18 | CC(=O)c1cc(CN2C(=O)c3ccccc3C2=O)cs1 | -0.2% | 55.3%[activator] | -1.5%[57.1 µM] | 2.6 | -0.3% | -4.1% | 9.0%[59 µM] | -7.9% | 1.5% |
| 19 | CCc1ccc(-c2cnc3ccccc3n2)cc1NC(=O)CNC(=O)c1ccccc1 | -0.3% | 13.3% | -15.8% | -4.2 | -19.3% | -2.1% | . | -0.4% | -2.3% |
| 20 | COC(=O)Cn1c(CN(C)Cc2ccccc2)nc2c1c(=O)n(C)c(=O)n2C | -4.0% | 43.0%[activator] | 1.4% | -0.8 | -5.5% | -6.4% | . | 2.6% | -3.2% |
| 21 | CC(C)c1ccc(NC(=O)CCNS(=O)(=O)c2cc(Br)cnc2N)cc1 | 16.9% | 22.3% | -15.9% | -2.5 | -2.5% | -8.7% | 23.4% | 1.1% | -10.5% |
| 22 | COc1cccc(NC(=S)N(CCCN2CCCC(C)C2)Cc2cccs2)c1 (stereo unspecified) | 3.5% | 35.3% | -11.7% | -3.2 | -4.7% | -19.5% | -44.4% | -6.1% | -3.2% |
